Source: PubChem
CHRM4 antagonist: human M4 muscarinic receptor antagonists, primary screen, CHO cells, Fluo-8 calcium fluorescence. inhibition, % at 3 µM. CHO-hM4 cells, ACh EC80. Muscarinic acetylcholine receptor M4 (Homo sapiens), P08173. hit rate 0.73% among 360,000;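 active means inhibition above its plate's cutoff, the mean inhibition of sample wells plus 3 SD, cut at about 27% in these data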;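 further: 0% = acetylcholine EC80 with DMSO and 100% = DMSO without agonist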
M4 ag: human M4 muscarinic receptor agonists, primary screen, CHO-K1 cells, Fluo-8 calcium fluorescence; Muscarinic acetylcholine receptor M4 (Homo sapiens), P08173; hit rate 0.14% among 360,000; AID 624127, 2012; activation, % at 3 µM; CHO-K1 hM4/Gqi5; vehicle 0%, full acetylcholine response 100%;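 active means activation above the run mean over all test wells plus 3 SD, cut at about 32% in these data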;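 further: peak over basal fluorescence ratio per well then scaled between controls; 0% = DMSO wells and 100% = acetylcholine at EC100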
CHRM5 agonist: human M5 muscarinic receptor agonists, primary screen, CHO-K1 cells, Fluo-8 calcium fluorescence. activation, % at 3 µM. hit rate 0.19% among 360,000. CHO-K1 hM5 cells; 0% DMSO wells, 100% maximal acetylcholine response. AID 624037, 2012. Muscarinic acetylcholine receptor M5 (Homo sapiens), P08912;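 active means activation above the run's mean over test compounds plus 3 SD, cut at about 23% in these data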;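 further: signal is peak over basal fluorescence ratio across the kinetic read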
M5 antag: human M5 muscarinic receptor antagonists, primary screen, CHO cells, Fluo-8 calcium fluorescence; CHO-hM5 cells, ACh EC80; inhibition, % at 3 µM; hit rate 0.59% among 360,000;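 active means inhibition above a per-plate cutoff, the mean of that plate's test compounds plus 3 SD, cut at about 27% in these data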;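 further: 0% = acetylcholine EC80 with DMSO and 100% = DMSO without agonist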
CRFBP-R2 block: antagonists of CRF-BP/CRF-R2 complex, primary screen, cell-based, HEK293, calcium dye fluorescence, uHTS; AID 588475, 2011; hit rate 0.59% among 350,000; CRF-induced calcium fluorescence; inhibition, % at 11.8 µM;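 active means inhibition of the ligand-induced calcium signal above about 50% at the single tested concentration, limit read from the data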
CHRM4 PAM: human M4 muscarinic receptor positive allosteric modulators, primary screen, CHO-K1 cells, Fluo-8 calcium fluorescence; hit rate 0.4% among 360,000; CHO-K1 hM4/Gqi5, ACh EC20; 0% = ACh EC20, 100% = maximal ACh; AID 624126, 2012; activation, % at 3 µM;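 active means activation above its plate's cutoff, the mean activation of sample wells plus 3 SD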; further: some results filed as inactive read as strong as hits
CHRM5 PAM: human M5 muscarinic receptor positive allosteric modulators, primary screen, CHO-K1 cells, Fluo-8 calcium fluorescence | activation, % at 3 µM | CHO-K1 hM5, ACh EC20 PAM; 0% = ACh EC20, 100% = ACh EC100 | Muscarinic acetylcholine receptor M5 (Homo sapiens), P08912 | AID 624038, 2012 | hit rate 0.3% among 360,000;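 active means activation above the run cutoff, the mean activation of all test compounds plus 3 SD, cut at about 18% in these data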
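Assay system: CHO-K1 hM5 cells / Incubation: Fluo-8 loading 80 min at 37 °C plus 30 min room temperature / Technique: Fluo-8 calcium dye fluorescence, kinetic read / Repeats: single replicate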
IDE cell inh: human IDE inhibitors in live cells, primary screen, fluorescence polarization, HEK cells, FAbetaB substrate; Insulin-degrading enzyme (Homo sapiens), P14735; FAbetaB cleavage; inhibition, % at 5.59 µM; hit rate 0.41% among 320,000; AID 434962, 2010;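 active means percent inhibition above the average of all tested compounds plus 3 SD, set per screening campaign, cut at about 16% in these data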;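 further: IDE supplied by intact live HEK cells; FP after avidin binding of uncleaved biotin substrate so inhibition keeps polarization high; 0% = DMSO wells and 100% = 60 µM reference IDE inhibitor Ii1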
Target sequence (P14735 whole entry, looked up): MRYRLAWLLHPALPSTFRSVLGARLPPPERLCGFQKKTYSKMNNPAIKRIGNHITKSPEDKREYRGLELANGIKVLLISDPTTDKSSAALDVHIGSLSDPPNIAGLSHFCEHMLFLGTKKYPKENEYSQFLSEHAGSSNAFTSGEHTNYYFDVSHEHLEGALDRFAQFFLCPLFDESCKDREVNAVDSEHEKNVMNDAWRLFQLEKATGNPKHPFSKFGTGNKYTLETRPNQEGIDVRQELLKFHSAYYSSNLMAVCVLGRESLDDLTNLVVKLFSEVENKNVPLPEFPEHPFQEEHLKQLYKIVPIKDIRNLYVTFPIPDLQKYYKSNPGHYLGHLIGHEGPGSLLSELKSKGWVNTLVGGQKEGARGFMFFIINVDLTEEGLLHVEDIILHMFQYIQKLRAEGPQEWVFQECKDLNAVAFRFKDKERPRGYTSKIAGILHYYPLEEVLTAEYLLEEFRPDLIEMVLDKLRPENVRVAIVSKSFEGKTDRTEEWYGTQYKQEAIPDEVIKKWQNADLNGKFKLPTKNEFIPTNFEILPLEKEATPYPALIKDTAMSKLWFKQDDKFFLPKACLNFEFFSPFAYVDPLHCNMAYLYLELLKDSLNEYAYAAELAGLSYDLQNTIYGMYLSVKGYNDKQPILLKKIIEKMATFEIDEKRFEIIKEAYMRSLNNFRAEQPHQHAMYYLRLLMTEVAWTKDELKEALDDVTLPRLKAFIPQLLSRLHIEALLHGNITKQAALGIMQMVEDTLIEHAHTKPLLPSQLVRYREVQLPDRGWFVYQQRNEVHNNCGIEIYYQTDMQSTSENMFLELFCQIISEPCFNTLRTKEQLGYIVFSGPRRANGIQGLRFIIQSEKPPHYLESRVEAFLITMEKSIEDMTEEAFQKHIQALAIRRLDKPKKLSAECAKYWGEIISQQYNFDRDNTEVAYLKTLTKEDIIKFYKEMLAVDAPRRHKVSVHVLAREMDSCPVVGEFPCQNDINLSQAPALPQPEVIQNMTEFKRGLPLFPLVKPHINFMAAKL
CRFR2-BP ag: agonists of CRF-BP/CRF-R2 complex, primary screen, cell-based, HEK293, calcium dye fluorescence, uHTS; calcium dye fluorescence (FLIPR); percent of saturating CRF peptide response; activation, % at 13.2 µM; hit rate 0.46% among 350,000;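 active means activation of at least 50%, plus an integration ratio under a set limit after plate pattern correction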;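 further: plate controls were neutral control wells without compound for no effect and CRF at EC100 for full effect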
Starred values were filed as active, the others as inactive; / = not tested or not shown.

[1] CC(Oc1ccc(F)cc1)C(=O)Nc1cc(Cl)ccc1-n1cncn1 (stereo unspecified)
[2] CCOC(=O)c1c(NC(=O)COC)sc(C)c1C
[3] COc1ccc(C(=O)Nc2cc(OC)c(Cl)cc2Cl)cc1
[4] CC(C)CC(=O)NC(=S)Nc1cc(C(=O)O)ccc1Cl
[5] CCCN(CC(=O)Nc1ccccc1OC)C(=O)c1cccc(S(=O)(=O)Nc2ccc(OC)cc2)c1
[6] CC(=O)Nc1ccc(N(C(=O)Cc2cccs2)C(C(=O)NC2CCCC2)c2ccncc2)cc1 (stereo unspecified)
[7] Cc1cc(C(=O)Nc2ccc3c(c2)OCO3)cs1
[8] Oc1ccccc1C1=NN(c2ccccc2)C(c2ccccc2)C1 (stereo unspecified)
assay / compound	1	2	3	4	5	6	7	8
M4 ag	1	-2	1	0	5	1	-1	1
CHRM4 antagonist	-5	-4	-8	-15	-9	-2	-13	-15
CHRM5 PAM	-3	6	2	2	-10	6	1	-7
CRFBP-R2 block	-5	15	7	0	-12	4	28	41
IDE cell inh	1	3	-1	5	-2	2	1	1
CRFR2-BP ag	0.3	-0.9	-3.6	-2.9	0.2	-0.1	-1.6	-0.7
M5 antag	2	-1	2	0	6	2	-7	-6
CHRM5 agonist	-4	2	-2	-3	-1	-3	-3	-2
CHRM4 PAM	3	2	12	19	1	-2	5	0

[9] O=C(Nc1cccc2ncccc12)C12CC3CC(CC(C3)C1)C2
[10] Cc1ccsc1C(=O)OCC(=O)NCc1cccs1
[11] CC(=O)CN1Cc2ccccc2/C1=N\C(=O)Nc1ccccc1
[12] COc1ccc(CCC(=O)N2c3ccccc3N=C(c3ccc(C(F)(F)F)cc3)C2C(=O)NC(C)C)cc1 (stereo unspecified)
[13] O=C(NNS(=O)(=O)c1ccc2ccccc2c1)C1CCN(Cc2ccccc2)CC1
[14] COc1ccc(C(=O)OCC(=O)c2ccc(Br)s2)c(OC)c1
[15] N#Cc1nc(-c2ccco2)oc1NCc1ccco1
[16] OCC[C@@H]1C[C@H](O)[C@@H](O)[C@]2(Cc3ccccc3CCO2)O1
assay / compound	9	10	11	12	13	14	15	16
M4 ag	2	1	1	1	2	2	-1	1
CHRM4 antagonist	0	-22	-2	2	41*	-19	-4	-19
CHRM5 PAM	2	-4	-1	-4	-23	-7	-2	0
CRFBP-R2 block	3	0	-4	/	14	15	-4	0
IDE cell inh	6	/	-9	/	0	0	-3	-1
CRFR2-BP ag	-2.1	-0.4	0.1	/	6.9	-0.2	-0.1	1.2
M5 antag	-6	6	0	-2	46*	9	2	11
CHRM5 agonist	-3	0	1	-3	-4	-1	1	-1
CHRM4 PAM	6	2	-5	-1	-23	-4	11	16

2 entries picked at random from those above, as already listed:
[16] OCC[C@@H]1C[C@H](O)[C@@H](O)[C@]2(Cc3ccccc3CCO2)O1
[9] O=C(Nc1cccc2ncccc12)C12CC3CC(CC(C3)C1)C2
assay / compound	16	9
M4 ag	1	2
CHRM4 antagonist	-19	0
CHRM5 PAM	0	2
CRFBP-R2 block	0	3
IDE cell inh	-1	6
CRFR2-BP ag	1.2	-2.1
M5 antag	11	-6
CHRM5 agonist	-1	-3
CHRM4 PAM	16	6

Other compounds:
[17] O=C(c1ccc(F)cc1)N1CCN(c2ccc(N3CCOCC3)nn2)CC1
[18] COc1cccc(CC(Cc2nc3ccccc3[nH]2)c2nc3ccccc3[nH]2)c1 (stereo unspecified)
[19] COc1ccccc1-n1nnnc1SC(C)C(=O)NC1CCCC1 (stereo unspecified)
[20] CCN(CC(=O)NCc1cccs1)C(=O)c1cccc(S(=O)(=O)Nc2ccc(F)cc2)c1
[21] CCn1cc(/C=C(\NC(=O)c2ccccc2OC)C(=O)NCCCN2CCOCC2)c2ccccc21
[22] O=C(Nc1ccccc1C(=O)N/N=C/c1ccccc1)c1ccco1
[23] Cc1ccc(CSCC(=O)N2CCN(Cc3ccc4c(c3)OCO4)CC2)cc1
[24] FC(F)(F)c1ccc(CN2C[C@@H]3C(c4ccccc4)C4(c5cccnc5)CC3(C4)[C@H]2c2ccccc2)cc1 (stereo partly specified)
assay / compound	17	18	19	20	21	22	23	24
M4 ag	0	14	0	3	3	0	6	2
CHRM4 antagonist	3	2	-1	-18	2	-16	-14	-1
CHRM5 PAM	0	-17	-2	0	-6	2	-10	-1
CRFBP-R2 block	23	-13	-4	1	-2	14	-21	-2
IDE cell inh	-4	0	-3	/	-3	-2	1	-7
CRFR2-BP ag	-1.2	-2.3	0.8	-0.2	-4.0	-0.4	-2.3	0.0
M5 antag	10	17	8	10	9	6	-12	5
CHRM5 agonist	-3	-4	-1	2	-5	-1	-9	-9
CHRM4 PAM	13	-7	2	11	-3	-7	-1	1

[25] COc1ccc(S(=O)(=O)c2ccccc2)cc1NS(=O)(=O)c1cccc(C(=O)O)c1
[26] CCCn1nc(C(=O)Nc2nc(-c3ccccn3)cs2)c2ccccc2c1=O
[27] Cc1c(Cl)cnc(NC(=O)CSc2nnc3ccccn23)c1Cl
[28] N#C/C(=C\c1c(N2CCOCC2)nc2ccccn2c1=O)C(=O)NC1CCS(=O)(=O)C1 (stereo unspecified)
[29] CCOC(=O)C1CCN(C(=O)CCc2nc3ccccc3[nH]2)CC1
[30] C/C(=N\Nc1ccc2nncn2n1)c1ccccn1
[31] COc1ccccc1OCC(=O)N/N=C1/SCC(=O)N1Cc1ccccc1
[32] CC(C)OCCCN1CC(=O)N2C(c3cccc([N+](=O)[O-])c3)c3[nH]c4ccccc4c3C[C@H]2C1=O (stereo partly specified)
assay / compound	25	26	27	28	29	30	31	32
M4 ag	0	13	0	1	1	0	1	10
CHRM4 antagonist	1	0	-3	-2	-1	2	7	1
CHRM5 PAM	0	-18	0	-3	3	11	-1	-1
CRFBP-R2 block	0	11	3	-9	-3	-7	-16	-24
IDE cell inh	1	-2	/	13	4	3	-1	0
CRFR2-BP ag	0.1	0.1	-1.2	1.1	-0.9	0.0	1.5	-0.8
M5 antag	3	12	-2	10	-3	-11	3	-1
CHRM5 agonist	3	4	-3	-2	-3	2	2	2
CHRM4 PAM	8	0	14	1	2	-4	-3	-2

[33] Cc1onc(-c2ccccc2Cl)c1C(=O)N1CCN(c2cccc(Cl)c2)CC1
[34] O=C(CCn1cnnn1)Nc1cccc(F)c1
[35] CCCCNc1c(-c2ccc(SC(C)CC)cc2)nc2cnccn12 (stereo unspecified)
[36] COc1cc2c(cc1OC)CN(c1nc(CN3CCOCC3)nc3sc4c(c13)CCC(C)C4)CC2 (stereo unspecified)
[37] N#CCC(=N)N1CCN(c2ccccc2Cl)CC1
[38] NS(=O)(=O)c1cccc(NC(=O)CCCNC(=O)c2ccc(Cl)cc2)c1
[39] O=C(CCCCCCC(=O)Nc1ccccc1)NO
[40] CC(C)CNc1c(N)c(=O)oc2ccccc12
assay / compound	33	34	35	36	37	38	39	40
M4 ag	0	0	3	6	6	0	0	0
CHRM4 antagonist	-7	-2	20	-2	5	-6	6	5
CHRM5 PAM	-2	5	-10	-6	-1	4	7	-4
CRFBP-R2 block	-2	-3	-14	3	3	-3	25	36
IDE cell inh	-1	-4	-3	0	-8	2	0	-4
CRFR2-BP ag	1.4	2.3	19	-1.1	1.1	0.1	-0.8	2.0
M5 antag	2	5	10	9	15	7	3	9
CHRM5 agonist	2	-1	-3	-3	-3	0	2	-1
CHRM4 PAM	-6	0	-5	-9	1	0	2	-8

[41] CCc1oc(C(=O)O)cc1CN(CC)CC
[42] Cc1cc(/C=C(/C#N)C(=O)Nc2ccccc2)c(C)n1-c1cccnc1
[43] Cc1cc(C)nc(N2CCN(C(=O)CCC(=O)Nc3nnc(CC(C)C)s3)CC2)n1
[44] CCOc1ccc(CN2C(=O)c3ccccc3C2C(=O)NC(C)CC)cc1OC (stereo unspecified)
[45] CC1(C(=O)Nc2ccc3c(c2)OCO3)Cc2c(-c3ccccc3)ccnc2O1 (stereo unspecified)
[46] COC(=O)c1sccc1NC(=S)Nc1cc(OC)ccc1OC
[47] Cc1cc(C)nc(NC(=O)CSc2ccccn2)n1
[48] Cc1csc(NC(=O)C(C)Oc2ccc(Br)cc2)n1 (stereo unspecified)
assay / compound	41	42	43	44	45	46	47	48
M4 ag	0	3	1	0	1	1	0	0
CHRM4 antagonist	19	3	1	-6	4	-9	9	-3
CHRM5 PAM	7	-9	4	0	-7	5	2	-6
CRFBP-R2 block	6	3	9	-3	/	-6	-13	-4
IDE cell inh	4	6	3	1	/	4	-3	1
CRFR2-BP ag	2.1	8.3	0.3	-0.2	/	1.6	2.6	-1.4
M5 antag	-1	7	-1	5	10	2	-2	11
CHRM5 agonist	0	-2	2	-3	1	-2	3	-3
CHRM4 PAM	13	-1	-7	0	4	-9	3	-5

Record cards, from the list above. Order of values: M4 ag, CHRM4 antagonist, CHRM5 PAM, CRFBP-R2 block, IDE cell inh, CRFR2-BP ag, M5 antag, CHRM5 agonist, CHRM4 PAM
Entry for `Cc1cc(C)nc(N2CCN(C(=O)CCC(=O)Nc3nnc(CC(C)C)s3)CC2)n1` = 1, 1, 4, 9, 3, 0.3, -1, 2, -7
Entry for `CCOc1ccc(CN2C(=O)c3ccccc3C2C(=O)NC(C)CC)cc1OC` (stereo unspecified) = 0, -6, 0, -3, 1, -0.2, 5, -3, 0
Entry for `CCc1oc(C(=O)O)cc1CN(CC)CC` = 0, 19, 7, 6, 4, 2.1, -1, 0, 13
Entry for `Cc1cc(/C=C(/C#N)C(=O)Nc2ccccc2)c(C)n1-c1cccnc1` = 3, 3, -9, 3, 6, 8.3, 7, -2, -1

The results go on:
[49] Cc1cccc(N2CCN(C(=O)N3CCOCC3)CC2)c1C
[50] COc1ccc(C(=O)N2CCOC2CNC(=O)C(=O)NCc2ccccc2)cc1 (stereo unspecified)
[51] CSc1ccc(Cl)c(C(=O)Nc2ccc(C)cn2)c1
[52] COC(=O)COc1ccc2c(-c3ccc(OC)cc3)cc(=O)oc2c1
[53] Cc1nnc(NC(=O)C2CCN(S(=O)(=O)c3ccc(F)c(F)c3)CC2)o1
[54] FC(F)(F)c1cccc(-c2cc3nc(NCCOc4ccccc4)ccn3n2)c1
assay / compound	49	50	51	52	53	54
M4 ag	1	1	6	1	1	2
CHRM4 antagonist	-4	1	-13	1	-5	-21
CHRM5 PAM	3	7	-1	-2	-1	-4
CRFBP-R2 block	-7	3	-19	23	0	/
IDE cell inh	1	/	2	-2	1	/
CRFR2-BP ag	-2.2	-2.4	3.5	0.2	-0.4	/
M5 antag	-1	-6	14	-7	11	-4
CHRM5 agonist	-1	-1	-5	-3	2	-1
CHRM4 PAM	4	3	-7	2	4	-4
